# GLP-1R inv ag: inverse agonists of human GLP-1 receptor; HEK293 GLP-1R CRE-luciferase, luminescence, 24 h; GLP-1R form is constitutively active; Potency, µM (doses to about 38.3 µM), for the others: at the top dose activity change, negative = inhibition, actives largely listed as inhibitors; hit rate 1.6% among 410,000; AID 624417; further: on the % scale 0 is the no-effect control and ±100 the full control effect; nearly all actives have a fitted effect of over 55% in size
# Target sequence (P43220 whole entry, looked up): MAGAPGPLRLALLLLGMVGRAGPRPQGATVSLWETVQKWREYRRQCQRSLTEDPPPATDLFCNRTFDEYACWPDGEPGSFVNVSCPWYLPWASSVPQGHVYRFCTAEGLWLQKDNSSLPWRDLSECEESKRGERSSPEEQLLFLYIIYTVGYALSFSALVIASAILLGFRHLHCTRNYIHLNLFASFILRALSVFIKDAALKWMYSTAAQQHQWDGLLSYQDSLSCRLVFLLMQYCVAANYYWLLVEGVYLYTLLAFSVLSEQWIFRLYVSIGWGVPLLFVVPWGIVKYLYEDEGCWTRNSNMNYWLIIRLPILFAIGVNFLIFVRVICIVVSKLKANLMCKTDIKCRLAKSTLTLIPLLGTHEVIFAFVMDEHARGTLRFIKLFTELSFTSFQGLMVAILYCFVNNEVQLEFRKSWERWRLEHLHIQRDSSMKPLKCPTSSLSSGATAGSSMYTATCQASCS
#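 Readout was luciferase luminescence, measured 12 min after detection reagent at room temperature. Beforehand, GLP-1R reporter HEK293 cells had sat 12 h, then received compounds for 24 hr at 37 deg C.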
# GLP1R ag: GLP-1 receptor (human) agonism; AID 624172; Potency, µM (top dose mostly 45.6 µM), for the others: at the top dose activation, hits mostly activators; hit rate 0.007% among 380,000; HEK293 GLP-1R CRE-luciferase, luminescence, 4-6 h; cells express a hypersensitive GLP-1R form; P43220; further: % of control where 0% means no effect
# HT1080 IDH1KD tx: kills HT-1080 cells with IDH1 knockdown; HT-1080 IDH1 knockdown viability, ATP luminescence, 48 h; Potency, µM (series often up to 46.1 µM), for inactives: at the highest dose activity, negative = toxicity, actives largely listed as cytotoxic; hit rate 2% among 360,000; AID 686971;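 further: 0% = DMSO wells and -100% = cell-free medium wells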
#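 Knockdown cells (IDH1KD HT-1080) received compounds 2 h after plating at 750 cells/well and were kept 48 h at 37 °C in 5% FBS RPMI. A CellTiter-Glo luminescence read gave % activity for curve fitting.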
# KB-3-1 tox: kills parental KB-3-1 adenocarcinoma cells; KB-3-1 viability, CellTiter-Glo ATP luminescence, 72 h; Potency, µM (titrated, usually from 46.1 µM), for the others: at the highest dose activity change, negative = cytotoxic, usual class: cytotoxic; hit rate 1.4% among 400,000; AID 1347075; further: on the % scale 0 is the no-effect control and ±100 the full control effect; nearly all actives have a fitted effect of over 60% in size
#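 Cytotoxicity measured as CellTiter-Glo luminescence after 72 h at 37 C. Compound titrations were pinned onto drug-naive KB-3-1 parental adenocarcinoma cells grown in DMEM with 10% FBS, and normalized data fitted to concentration-response curves.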
# HEK293 tox: cytotoxic in the GLP-1 receptor inverse agonist counter-screen; HEK293 cAMP-luciferase reporter cells, luminescence, 24 h; Potency, µM (series often up to 38.3 µM), without a hit: top-dose activity change, negative = inhibition, hits mostly inhibitors; hit rate 0.13% among 410,000;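 further: loss of luciferase light is scored as toxicity; on the % scale 0 is the no-effect control and ±100 the full control effect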
#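 A 23 nL compound transfer followed 12 hours of cell culture at 37 deg C; exposure then lasted 24 hr. Luciferase assay detection reagent was dispensed and plates read for luminescence after a 12 min room-temperature wait.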
# KB-V1 cytotox: KB-V1 MDR subline cytotoxicity | KB-V1 MDR cells viability, CellTiter-Glo, 72 h | Potency, µM (series often up to 46.1 µM), for inactives: at the top dose activity change, negative = cytotoxicity, hits mostly cytotoxic | hit rate 3.4% among 400,000 | AID 1347076; further: on the % scale 0 is the no-effect control and ±100 the full control effect; nearly all actives have a fitted effect of over 60% in size
#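 KB-V1 cells (P-gp-expressing MDR subline of KB-3-1) in phenol-red-free DMEM with 10% FBS were exposed to library compounds over a concentration series for 72 h at 37 degrees C. Viability read by CellTiter-Glo luminescence; concentration-effect curves fitted after normalization.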
# TDP43 rescue: TDP-43 toxicity inhibition in yeast. AID 652104. hit rate 1.8% among 410,000. TDP-43 expressing yeast growth rescue, BacTiter-Glo, 24 h. Potency, µM (series often up to 46.1 µM), for inactives: top-dose growth rescue (activation), actives largely listed as activators; further: % of control where 0% means no effect; nearly all actives have a fitted effect of over 50% in size
#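 In this qHTS, compounds that restore growth of yeast expressing TDP-43 appear as activators. Cells (OD600=0.02, galactose medium, raffinose-pregrown) are incubated with compound 24 hr at 30 deg C and growth is quantified by BacTiter-Glo.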
# SW480 rerep: induces DNA re-replication in SW480 colon adenocarcinoma cells; SW480 DNA re-replication, Hoechst DNA content imaging, 48 h; Potency, µM (titrated, usually from 46.1 µM), inactives show at the top dose re-replication activation, hits mostly activators; hit rate 1.8% among 340,000; AID 624297; further: % of control where 0% means no effect; nearly all actives have a fitted effect of over 55% in size
#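 Hoechst fluorescence of nuclei (405 nm excitation, 500-530 nm emission) measured by plate-scanning imager after 48 hr compound exposure at 37 C; re-replication scored as increased number of nuclei with elevated intensity.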
# HT1080NT lethal: kills 2HG-producing HT-1080-NT fibrosarcoma cells; Potency, µM (titrated, usually from 46.1 µM), without a hit: at the top dose activity, negative = less viability, most hits filed as cytotoxic; HT-1080-NT fibrosarcoma viability, CellTiter-Glo ATP luminescence, 48 h; hit rate 1.6% among 360,000;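 further: NT is the 2HG producing partner of a matched IDH1 knockdown line; 0% = DMSO-treated cells and -100% = media-only wells without cells; nearly all actives have a fitted effect of over 55% in size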
#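 750 cells/well, RPMI + 5% FBS; 2 h settle, compound pin-transfer, 48 h at 37 degrees C. CellTiter-Glo 10 min RT, luminescence. Normalized to DMSO and media-only wells.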
# Starred values were filed as active, the others as inactive; ? = inconclusive; / = no result given; [ ] = another dose, or the depositor's remark. The call rests on the fitted dose curve; in most records, active means well fitted curve in the direction sought with a large enough effect; inconclusive means small, poorly fitted or top-dose-only effect, or another doubt; inactive means no such curve, though single readings can be large; an effect the other way counts as inactive or inconclusive. Potency means the concentration at half of the fitted maximal effect.
SMILES,GLP-1R inv ag,GLP1R ag,HT1080 IDH1KD tx,KB-3-1 tox,HEK293 tox,KB-V1 cytotox,TDP43 rescue,SW480 rerep,HT1080NT lethal
COc1cccc(-c2nc(CN3CCN(C(=O)c4ccco4)CC3)c(C)o2)c1OC,-4%,8%,1%,15%,3%,0%,10%,/,7%
CCOC(=O)c1ccc2c(c1)N(CC(=O)Nc1ccc(C)cc1C)C(=O)c1ccccc1S2,7%,-6%,/,13%,-1%,-24%,15%,/,/
COc1cc(SC)ccc1C(=O)Nc1nc2ccccc2[nH]1,-89%,-11%,1.5µM*,2.9µM*,-7%,?,-87%[inhibitor],-2%,1.6µM*
Cc1ccc(S(=O)(=O)C(C)C(=O)NCCS(=O)(=O)c2ccc(Cl)cc2)cc1 (stereo not given),14%,15%,-3%,-5%,-4%,-11%,-8%,2%,14%
COC(=O)c1cc(NC(=O)CC2CCCC2)cc(C(=O)OC)c1,-19%,9%,-13%,3%,?,-7%,-3%,-2%,-10%
Cc1nc(-c2ccc(Cl)cc2)sc1C1(C)CC(c2ccc(Br)cc2)=NO1 (stereo not given),?,5%,6%,?,?,?,4%,0%,16%
COC(=O)/C(=C/c1ccco1)NC(=O)c1ccco1,7%,0%,10%,1%,-3%,-5%,10%,/,13%
C=CCOc1ccc(/C=C/C(=O)OCC(=O)NCCCc2ccccc2)cc1,?,10%,8%,5%,3%,-2%,10%,-62%[inhibitor],17%
Cc1ccccc1-c1nc(CS(=O)(=O)CC(=O)N2CCc3ccccc3C2)c(C)o1,?,-1%,-17%,9%,-9%,0%,6%,15%,-9%
CCN(Cc1nc(-c2ccccc2)no1)C(=O)c1ccc2c(c1)OCO2,?,20%,5%,-5%,3%,?,4%,-3%,0%
Cc1cccc(NC(=O)c2ccc(Cn3nc(N4CCN(c5ccccc5)CC4)ccc3=O)o2)c1C,-28%,/,/,-1%,-3%,?,?,/,/
CCC(=O)N1c2ccccc2CC1C(=O)NCc1ccccc1Cl (stereo not given),-13%,/,/,-1%,-4%,-6%,24%,/,/
Cn1c(=O)c2sccc2n2c(CCCC(=O)NCc3cccnc3)nnc12,11%,-3%,0%,-5%,6%,-9%,6%,0%,7%
O=C(N/C(=C/c1cccnc1)C(=O)N1CCOCC1)c1ccccc1Br,5%,-1%,0%,10%,-1%,7%,6%,-13%,3%
Cc1cccc(NC(=O)c2ccc3snnc3c2)c1,11%,8%,/,-4%,-1%,?,?,/,/
Cc1ccc(C(NC(=O)/C=C\c2ccc3c(c2)OCO3)C(=O)Nc2ccc3c(c2)OCO3)cc1 (stereo not given),5%,7%,19%,5%,0%,0%,-21%,14%,-1%
CC(C)NC(=O)COc1ccc(S(=O)(=O)N2CCCC2)cc1,1%,-6%,12%,20%,-2%,21%,-22%,9%,10%
COC(=O)c1sc(NC(=O)c2cccc([N+](=O)[O-])c2)c(C(N)=O)c1C,-2%,1%,?,?,3%,?,-5%,5%,?
O=C(NCc1ccc2c(c1)OCO2)C1CCCN(S(=O)(=O)c2cccs2)C1 (stereo not given),?,0%,-10%,-11%,3%,-6%,5%,-14%,-8%
CCC(C)NC(=O)c1ccc2c(c1)N(Cc1ccccc1F)C(=O)c1ccccc1S2=O (stereo not given),6%,0%,/,-1%,-5%,5%,22%,/,/
NS(=O)(=O)c1ccc(CCNC(=O)COC(=O)Cc2c(F)cccc2Cl)cc1,-11%,-1%,-10%,1%,4%,1%,-9%,-6%,11%
O=C(CCS(=O)(=O)c1ccccc1)Nc1ccc(N2CCOCC2)cc1,15%,10%,10%,-2%,0%,-14%,-24%[9.22 µM],5%,-2%
CC(=O)c1ccc(NCC(=O)N2CCN(S(=O)(=O)c3ccccc3)CC2)cc1,0%,-3%,-3%,-1%,1%,2%,0%,-4%,11%
CC(C)(C)c1ccc(CC(=O)N2CCC2(C)C(=O)Nc2cccc3cccnc23)cc1 (stereo not given),?,10%,?,0%,-3%,0%,5%,/,?
CCCOC(=O)c1ccc(-n2nnnc2SCC(=O)N2CCCCC2)cc1,-7%,0%,-17%,5%,-16%,-14%,?,4%,-7%
CN(CCc1ccccc1)C(=O)c1ccc(NC(=O)Cc2ccc(NC(=O)C3CCN(S(=O)(=O)c4cccc([N+](=O)[O-])c4)CC3)cc2)cc1,-22%,-1%,-6%,?,5%,16%,?,8%,?
CC(C)(C)OC(=O)NCCCCCNC(=O)c1[nH]cnc1C(=O)N[C@@H](Cc1ccccc1)C(=O)OCc1ccccc1,11%,-11%,0%,?,-10%,-16%,4%,?,?
Cc1cccc(C(=O)Nc2ccccc2-c2nnn(CC(=O)Nc3ccc4c(c3)OCCO4)n2)c1,-5%,-1%,7%,-17%,-26%,?,18%,11%,-3%
CC(C(=O)Nc1ccccc1)N1CCN(c2ccccn2)CC1 (stereo not given),-1%,-4%,0%,-5%,-13%,-3%,17%,6%,4%
CSc1nc(C)cc(SCC(=O)Nc2ccccc2)n1,0%,-7%,2%,7%,-4%,?,-2%,0%,4%
CCSc1nnc(NC(=O)c2csc(C)c2)s1,43%[activator],-19%,?,1%,-9%,1%,-23%,-6%,18%[9.24 µM]
O=C(CSc1nccn1-c1ccc(Cl)cc1)NCc1ccc2c(c1)OCO2,-21%,11%,2%,9%,-7%,-21%,?,-14%,-17%
CCOC(=O)c1ccc(S(=O)(=O)N2CCN(CCC#N)CC2)cc1,10%,-8%,9%,3%,-12%,14%,9%,-2%,10%
O=P(OC1CCCCC1)(OC1CCCCC1)C(O)c1cccnc1 (stereo not given),9%,9%,10%,?,-2%,-18%,0%,-8%,0%
Cc1ccc(Cl)c2sc(NC(=O)CS(=O)(=O)c3ccc(Cl)cc3)nc12,1%,/,/,-3%,3%,9%,9%,/,/
CCOc1ccccc1NC(=O)CSc1nc(=O)n(CCCN2CCOCC2)c2c1CCC2,9%,1%,4%,-1%,-8%,9%,-16%,-3%,-3%
NNC(=O)c1cc2c(N3CCC(Cc4ccccc4)CC3)ncnc2s1,54%[activator],15%,?,?,-3%,?,?,10%,?
CSCC(=O)N1CCCC(CO)(Cc2ccccc2C)C1 (stereo not given),5%,6%,17%,7%,-7%,19%,-16%,-10%,16%
Cc1cccc(NC(=S)NC2CCN(Cc3ccccc3)CC2)c1C,?,6%,-3%,-13%,14%,0%,-7%,?,-3%
Cc1csc2c(N(C)CCO)ncnc12,53%[activator],2%,6%,18%,16%,6%,16%,-8%,0%
COCCn1c(SCC(=O)NC2CC2)nnc1-c1ccco1,9%,5%,2%,21%,-14%,-3%,-2%,-22%,8%
COc1ccc(CN2CCNC(=O)C2CC(=O)N(C)Cc2ccno2)c(F)c1 (stereo not given),0%,1%,7%,/,3%,/,4%,-5%,7%
O=C(c1ccccc1Br)N(Cc1ccccc1)c1ccccc1,8.9µM*,15%,-9%,-14%,3%,-6%,?,?,-10%
CCOC(=O)C(NC(=O)c1cccc(Cl)c1)(Nc1sc2c(c1C(N)=O)CCC2)C(F)(F)F (stereo not given),30%,1%,5%,-22%,-6%,-6%,13%,12%,-4%
O=C(Nc1ccc(-c2csc(Nc3ccccc3)n2)cc1)c1cccc(C(F)(F)F)c1,?,-5%,?,?,-6%,-24%,19%,13%,?

# Part of the list above, showing only GLP-1R inv ag and HT1080NT lethal:
smiles,GLP-1R inv ag,HT1080NT lethal
CSCC(=O)N1CCCC(CO)(Cc2ccccc2C)C1 (stereo not given),5%,16%
Cc1cccc(NC(=S)NC2CCN(Cc3ccccc3)CC2)c1C,?,-3%
Cc1csc2c(N(C)CCO)ncnc12,53%[activator],0%
COCCn1c(SCC(=O)NC2CC2)nnc1-c1ccco1,9%,8%

# Continued.
SMILES,GLP-1R inv ag,GLP1R ag,HT1080 IDH1KD tx,KB-3-1 tox,HEK293 tox,KB-V1 cytotox,TDP43 rescue,SW480 rerep,HT1080NT lethal
COc1cccc(C(=O)N2CCN(Cc3cccc(F)c3)CC2)c1,-12%,0%,8%,1%,5%,-3%,-3%,-11%,8%
CCOC(=O)c1cccc(NC(=O)CSc2nnc(CNc3ccc(C)cc3)n2CC)c1,-20%,-2%,?,0%,0%,9%,-11%,-2%,?
COc1ccc(N2CCN(CC(O)COc3ccc([N+](=O)[O-])cc3)CC2)cc1 (stereo not given),-17%,-1%,14%,0%,13%,-11%,-5%,-5%,-2%
C=CCOC(=O)C(C#N)c1nc2ccccc2nc1N1CCCC1 (stereo not given),?,2%,0%,8%,-10%,0%,15%,-7%,1%
O=C(O)c1ccc(/C=N/NC(=S)NCc2ccccc2)cc1,4%,-1%,3%,5%,16%,0%,25%,13%,-1%
CCCCCCNC(=O)O[C@H]1C[C@H](C(=O)OC)[C@H](C(=O)OC)C2CN(S(=O)(=O)c3ccc(C)cc3)C[C@@]21O (stereo not given in full),?,8%,-1%,8%,-7%,-6%,?,/,-14%
COc1ccc(-c2onc3ccc(Br)cc23)cc1,29%,-5%,-14%,-1%,0%,1%,14%,0%,0%
COc1ccc(Cc2c(O)nc(SCC(=O)N3CCCCCC3)[nH]c2=O)cc1,0%,0%,6%,-6%,9%,0%,-10%,-4%,3%
O=C(Nc1cccc2ccccc12)ON=C1CCCCC1,-17%,2%,0%,0%,-12%,-3%,-16%,2%,11%

# Screening data from PubChem BioAssay.
